Screening data: PubChem, The Scripps Research Institute Molecular Screening Center
TAAR1 agonist: agonists of human TAAR1 | CHO RD-HGA16 TAAR1, Fluo-8 calcium fluorescence; vehicle wells 0%, saturating PEA agonist 100% | activation, % at 3 µM | 360,000 tested, 0.99% active | AID 624467;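 active = activation above the mean activation of all test compounds in the run plus 3 SD, cut at about 38% in these data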
Target sequence (Q96RJ0 whole entry, looked up): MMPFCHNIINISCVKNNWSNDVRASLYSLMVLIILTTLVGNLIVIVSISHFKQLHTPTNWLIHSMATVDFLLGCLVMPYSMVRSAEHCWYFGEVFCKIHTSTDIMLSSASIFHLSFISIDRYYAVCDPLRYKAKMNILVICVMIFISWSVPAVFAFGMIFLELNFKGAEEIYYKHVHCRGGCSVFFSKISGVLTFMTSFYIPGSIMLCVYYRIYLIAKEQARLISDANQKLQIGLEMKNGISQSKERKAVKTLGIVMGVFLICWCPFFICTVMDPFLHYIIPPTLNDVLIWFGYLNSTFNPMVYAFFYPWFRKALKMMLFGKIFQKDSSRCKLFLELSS
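Test system: RD-HGA16 (CHO) cells co-expressing Gα16 and hTAAR1 | Doses: Single dose, 3 µM | Schedule: 17-24 h seeding, 75 min 37 °C dye, 30 min RT | Evaluation: % activation from peak over basal fluorescence ratio, DMSO-to-PEA scaled | Technique: Kinetic Fluo-8 calcium fluorescence | Benchmarks: Low control DMSO, high control PEA (EC100)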
M1 ag parental: nonselective activator or artifact in parental CHO-K1 cells. Fluo-8 calcium fluorescence; scaled to maximal ATP response, vehicle zero. activation, % at 3 µM. 360,000 tested, 0.48% active. AID 602248; in the data active = activation above about 15%;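 also: untransfected CHO-K1 host cells lacking M1 receptor as counterscreen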
CHO parental Ca: counter-screen for OX1R antagonists: effect in parental CHO cells. 330,000 tested, 0.63% active. inhibition, % at 5.6 µM. parental CHO-K1, ATP-induced calcium, Fluo-8 fluorescence;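 active = inhibition above that plate's mean sample inhibition plus 3 SD, cut at about 26% in these data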;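 also: 0% = ATP-challenged DMSO wells and 100% = DMSO wells without ATP; some compounds past the cut are filed as inactive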
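Test system: untransfected parental CHO cell line. Compound: one dose, 5.6 µM nominal. Detection: intracellular calcium via Fluo-8 no-wash fluorescent dye. Measure: % inhibition. Benchmarks: ATP-challenged DMSO wells low, unchallenged DMSO wells high.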
CHRM1 antagonist: blocks human M1 muscarinic receptor. P11229. CHO-K1 hM1, Fluo-8 calcium fluorescence, ACh EC80 antagonist. inhibition, % at 3 µM. 360,000 tested, 1.3% active;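 active = percent inhibition above its own plate's cutoff, namely the mean of that plate's compound wells plus 3 SD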;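 also: peak over basal fluorescence ratio during 140 s after agonist addition; 0% = ACh EC80 plus DMSO and 100% = DMSO alone without agonist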
Target sequence (P11229 whole entry, looked up): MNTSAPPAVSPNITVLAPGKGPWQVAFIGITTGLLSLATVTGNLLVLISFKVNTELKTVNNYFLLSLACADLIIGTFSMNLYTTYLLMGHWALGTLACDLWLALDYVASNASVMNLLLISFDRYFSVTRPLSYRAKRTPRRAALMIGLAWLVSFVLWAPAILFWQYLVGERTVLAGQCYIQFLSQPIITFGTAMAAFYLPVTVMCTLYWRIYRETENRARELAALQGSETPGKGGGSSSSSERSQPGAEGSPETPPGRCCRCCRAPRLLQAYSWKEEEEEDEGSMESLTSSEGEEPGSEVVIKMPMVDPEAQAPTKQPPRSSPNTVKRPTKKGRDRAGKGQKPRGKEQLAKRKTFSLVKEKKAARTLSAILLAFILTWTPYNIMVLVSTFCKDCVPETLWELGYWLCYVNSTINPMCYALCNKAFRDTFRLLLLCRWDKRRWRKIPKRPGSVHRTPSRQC
M1 ag: activates human CHRM1 receptor; P11229; CHO-K1 hM1, Fluo-8 calcium fluorescence, agonist mode; 0% DMSO, 100% acetylcholine EC100; activation, % at 3 µM; 360,000 tested, 0.33% active; AID 588814;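 active = activation above the run's mean compound activation plus 3 SD, cut at about 16% in these data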;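 also: peak over basal fluorescence ratio within a 140 s kinetic read after compound addition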
M1 PAM parental: M1 PAM counterscreen hit in parental CHO-K1 cells. ATP EC20, Fluo-8 calcium fluorescence; 0% at ATP EC20, 100% at ATP max. activation, % at 3 µM. 360,000 tested, 0.02% active. AID 602247;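 active = activation above the run cutoff, the mean activation of all test compounds plus 3 SD, cut at about 40% in these data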;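 also: peak over basal fluorescence ratio in a 140 s read after ATP addition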
TAAR1 antag: human TAAR1 antagonism. Q96RJ0. CHO RD-HGA16 TAAR1, Fluo-8 calcium fluorescence, antagonist. inhibition, % at 3 µM. 360,000 tested, 1.5% active;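 active = inhibition above a per-plate cutoff, the mean inhibition of test compounds on that plate plus 3 SD, cut at about 49% in these data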;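 also: 0% = DMSO plus EC80 beta-PEA response and 100% = DMSO alone without agonist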
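Assay system: RD-HGA16 CHO cells with stable hTAAR1 and Gα16 / Reagent: EC80 β-phenethylamine stimulus / Doses: 3 µM, single point / Timing: dye loading 75 min at 37 °C, then 30 min room temperature / Measured by: Fluo-8 intracellular calcium dye fluorescence, real-time kinetic reads / Controls: vehicle wells and EC80 agonist wells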
CHO-K1 Ca antag: M1 antagonist counterscreen hit in parental CHO-K1 cells. ATP-induced calcium, Fluo-8 fluorescence. inhibition, % at 3 µM. 360,000 tested, 0.6% active. AID 602250;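 active = inhibition above a per-plate cutoff, the plate's mean sample inhibition plus 3 SD, cut at about 24% in these data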;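 also: 0% = DMSO plus EC80 ATP and 100% = DMSO alone without ATP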
M1 PAM: positive allosteric modulators of human M1 muscarinic receptor; CHO-K1 hM1, Fluo-8 calcium fluorescence, ACh EC20; 0% = ACh EC20, 100% = maximal ACh; activation, % at 3 µM; P11229; 360,000 tested, 0.088% active; AID 588819; in the data active = activation above about 19%, passing the limit was not always enough
* hit, by the source's call; . = not tested or not shown.

SMILES	TAAR1 agonist	M1 ag parental	CHO parental Ca	CHRM1 antagonist	M1 ag	M1 PAM parental	TAAR1 antag	CHO-K1 Ca antag	M1 PAM
CN(Cc1ccccc1)C(=O)c1ccc(NC(=O)Cc2ccc(NC(=O)C3CCCN(C(=O)c4ccccc4)C3)cc2)cc1 (stereo not given)	1	0.1	.	18	-4	-4	0	9	-7
CN(Cc1ccccc1)C(=O)c1cccc(NC(=O)Cc2ccc(NC(=O)C3CCCN(C(=O)C4CCCC4)C3)cc2)c1 (stereo not given)	1	-0.4	.	4	-8	0	-7	10	-3
O=C(Nc1ccc2c(c1)OCCO2)C(c1ccnc2ccccc12)N1CCN(C/C=C/c2ccccc2)CC1 (stereo not given)	8	0.0	.	-19	-4	-5	-16	-17	-6
CC(C)CNC(=O)c1cccc(NC(=O)CCc2ccccc2)c1	-1	0.2	-8	-3	-6	13	8	-4	9
O=S(=O)(NCc1ccccc1)NCc1ccccc1F	1	1.1	-5	-6	-8	27	10	-16	7
C=CCOc1ccc(C(=O)Nc2ncn[nH]2)cc1	1	0.3	-15	-3	2	4	-4	-8	2
CCOC1=C2[C@@H](CN(S(=O)(=O)c3ccccc3C)[C@H]2c2ccc(Cl)cc2)[C@H]2C(=O)NC(=O)[C@H]2C1	0	0.9	.	-10	0	15	-14	5	10
N#Cc1c(N)nc2c(c1-c1ccco1)CCCCC2	7	0.3	-4	-2	-10	12	-6	-25	6
CSc1ncnc2c1ncn2CCCNCc1ccco1	0	0.0	.	-4	-8	-3	2	-8	-1
CCOC(=O)C1=C(C)NC2=C(C(=O)c3ccccc32)C1c1cccc2ccccc12 (stereo not given)	4	0.5	-25	-8	-4	10	-3	-16	3
CCC1(c2ccccc2)NC(=O)N(CC(=O)Nc2cccc(S(=O)(=O)N3CCCC3)c2)C1=O (stereo not given)	1	0.6	-17	7	-6	-8	5	-10	0
CCOc1cc(C(=O)N2CCN(c3ccc(C(C)=O)cc3)CC2)cc(OCC)c1OCC	35	-1.2	-17	-7	-7	14	-30	-18	10
Cc1ccc(S(=O)(=O)NCC(=O)OC(C)C(=O)NCc2ccc3c(c2)OCO3)cc1 (stereo not given)	0	0.2	.	-10	-4	7	-15	-6	9
O=C(CNC(=O)c1ccc(OC(F)F)cc1)NCC1CCCO1 (stereo not given)	4	0.4	9	-1	-2	-7	-27	-6	0
O=C(COC(=O)C12CC3CC(CC(C3)C1)C2)NCc1ccccc1	2	0.8	7	-7	-1	8	-1	-20	9
CC(C)(C)c1ccc(SCCc2ccncc2)cc1	11	7.2	28	23	-2	9	49*	9	-7
C/C=C/C(=O)OCC(=O)Nc1c(Cl)cccc1Cl	8	0.6	-7	1	-4	-8	15	9	4
Cc1ccc(S(=O)(=O)Nc2ccccc2C(N)=O)cc1	3	-0.1	-8	4	-2	-8	10	16	1
Cc1ccc(S(=O)(=O)N2CCN(c3c([N+](=O)[O-])cc(C(F)(F)F)cc3[N+](=O)[O-])CC2)cc1	3	-0.3	-12	-7	-1	0	-4	10	5
COc1cccc(-c2ccc(SCC(=O)NC3CCCCC3)nn2)c1	0	0.6	-7	-5	-4	-18	-12	2	6
COc1ccc(NC(=O)c2cc(OC)c(OC)cc2OC)c(S(=O)(=O)N2CCOCC2)c1	7	0.1	-3	-7	-4	4	21	1	11
CC(C)(C)OC(=O)N/N=C/c1ccc(Br)cc1	0	1.3	-5	-12	-2	27	11	-8	1
CC(C)CN(CC(C)C)S(=O)(=O)N1CCC(C(=O)NCCN2CCOCC2)CC1	0	-0.1	-17	-6	-11	7	5	-12	1
C=CCC[C@@H](Cc1ccc(F)cc1)C(=O)OC[C@H](Cc1c[nH]c2ccccc12)NC(=O)[C@@H](CC=C)CC(=O)NCCO	74*	18*	7	1	1	2	80*	8	5
COc1ccc2c(C)cc(=O)oc2c1OCC(O)CN1CCOCC1 (stereo not given)	1	0.1	.	0	-9	-3	-15	-9	1

Reprinted from the entries so far, 2 compounds:
SMILES	TAAR1 agonist	M1 ag parental	CHO parental Ca	CHRM1 antagonist	M1 ag	M1 PAM parental	TAAR1 antag	CHO-K1 Ca antag	M1 PAM
C=CCC[C@@H](Cc1ccc(F)cc1)C(=O)OC[C@H](Cc1c[nH]c2ccccc12)NC(=O)[C@@H](CC=C)CC(=O)NCCO	74*	18*	7	1	1	2	80*	8	5
COc1ccc2c(C)cc(=O)oc2c1OCC(O)CN1CCOCC1 (stereo not given)	1	0.1	.	0	-9	-3	-15	-9	1

Three compounds out of the list above, sorted by the number in CHRM1 antagonist, high to low.
compound | CHRM1 antagonist | TAAR1 antag
CN(Cc1ccccc1)C(=O)c1cccc(NC(=O)Cc2ccc(NC(=O)C3CCCN(C(=O)C4CCCC4)C3)cc2)c1 (stereo not given) | 4 | -7
CC(C)CNC(=O)c1cccc(NC(=O)CCc2ccccc2)c1 | -3 | 8
CC(C)(C)OC(=O)N/N=C/c1ccc(Br)cc1 | -12 | 11

The results go on.
SMILES	TAAR1 agonist	M1 ag parental	CHO parental Ca	CHRM1 antagonist	M1 ag	M1 PAM parental	TAAR1 antag	CHO-K1 Ca antag	M1 PAM
CCOCCCNC(=O)CCS(=O)(=O)Cc1ccc(C)cc1	5	-0.4	-8	-3	0	8	-8	-21	5
O=C(CSc1n[nH]c(=O)n1C1CC1)Nc1cc(Cl)ccc1Oc1ccccc1	21	7.8	33*	46*	2	4	79*	25*	-16
COC(=O)CNC(=O)C12CC3(C)CC(C)(CC(C)(C3)C1)C2	12	0.3	6	-10	-3	-5	-11	12	11
O=C(CNC(=O)Cc1ccccc1)NCC(=O)OCC(=O)c1ccccc1Cl	11	0.2	-2	0	-6	1	9	-19	1
COc1nc2ccccc2nc1N1CCN(Cc2ccc3c(c2)OCO3)CC1	3	0.8	.	-3	-4	-5	-19	-11	3
Cc1ccc(CN2CCSc3ccc(C(=O)N4CCOCC4)cc32)cc1	.	0.9	-30	-11	-1	17	.	6	9
N#Cc1ccccc1CSc1nc(N)cc(N)n1	4	1.1	.	-19	4	7	-20	0	19
COC(=O)c1cccc(-n2c(C)cc(C=O)c2C)c1	0	0.1	-9	4	-1	13	21	-6	1
Cc1ccc(NCCCCO)cc1C	5	0.9	13	-4	-6	15	-7	-5	5
CN(Cc1ccccc1)S(=O)(=O)c1ccc(OCC(=O)NCc2ccccn2)cc1	7	7.0	-6	2	-3	-2	-5	-10	0
CC(C)c1nc(N2CCN(C(=O)c3ccco3)CC2)c2c3c(sc2n1)CCCC3	1	0.5	-21	4	-10	-7	23	-6	-4
Cc1c(NC(=O)Nc2cccc(Cl)c2Cl)c(=O)n(-c2ccccc2)n1C	0	0.2	-7	0	-3	3	-16	-2	4
CCOC(=O)C1CCCN(C(=O)CCC(=O)Nc2ccc3nc(N4CCOCC4)cc(C)c3c2)C1 (stereo not given)	11	2.5	-8	5	6	10	28	0	0
CC(=O)Nc1ccc(C(=O)OCC(=O)c2ccc(F)cc2)cc1	8	1.1	-11	-7	-5	4	-2	4	8
Cc1cc2cc(C=C(C#N)C#N)c(Cl)nc2cc1C	10	1.8	-2	-4	-5	8	0	0	6
CCCNS(=O)(=O)c1cccc(C(=O)NC2CCCc3ccccc32)c1 (stereo not given)	1	0.9	-24	-10	-6	6	-6	8	6
COC(=O)c1c(N2C(=O)[C@H]3[C@@H](C2=O)[C@]2(C(=O)Nc4c(C)cc(C)cc42)N2CCC[C@@H]32)sc(C)c1C	3	1.3	-10	2	-7	11	16	-13	9
N#Cc1ccc(CSc2nnc3ccccn23)cc1	-2	0.8	-8	2	5	14	18	-20	2
CCN1CCC(NC(=O)Nc2ccccc2C(=O)OC)CC1	-2	0.0	8	10	-6	-5	9	22	-6
Cc1nnc(SCC(=O)N2CCN(c3ccccc3)CC2)n1-c1ccccc1	4	0.3	-3	-8	-5	12	3	-5	5
O=C(CSc1nnnn1-c1ccc2c(c1)OCCO2)OC1CCCCC1	2	1.0	-5	-6	-4	-4	3	-8	0
COC(=O)c1c(NC(=O)c2cccc(N3C(=O)CCC3=O)c2)sc2c1CCN(C(C)=O)C2	6	3.6	-12	-5	-1	9	10	4	0
CC(C)(C)Nc1nc2cc([N+](=O)[O-])ccc2o1	6	0.0	-11	-13	-4	26	-11	-12	10
O=C(Cc1ccc(Cl)cc1)Nc1cccc(C(=O)Nc2ccccc2C(=O)O)c1	4	-0.8	1	-13	-2	17	-18	-10	6
Cc1nc2oc3ccc(F)cc3c(=O)c2cc1C(=O)NC(C)(C)C	1	0.1	-17	3	-7	11	0	-5	4
Cn1c(NC(=O)c2ccccc2)c(-c2ccccn2)c(=O)c2ccccc21	4	12	-6	-5	-2	20	-21	4	6
O=C(COC(=O)CNC(=O)c1ccccc1)Nc1ccc(Cl)cc1C(F)(F)F	4	0.1	-17	-8	2	-2	-1	3	5
Brc1c(-c2ccccc2)nc2n1Cc1ccccc1-2	1	0.6	-25	5	-3	18	-16	-7	0
CC1=C(C)CC(C(=O)Nc2ccc(C(N)=O)cc2)C(C(=O)O)C1 (stereo not given)	16	0.1	4	1	-2	6	-3	2	3

Ordered by count of non-hydrogen atoms (descending): part of the list above
SMILES	TAAR1 agonist	M1 ag parental	CHO parental Ca	CHRM1 antagonist	M1 ag	M1 PAM parental	TAAR1 antag	CHO-K1 Ca antag	M1 PAM
COc1nc2ccccc2nc1N1CCN(Cc2ccc3c(c2)OCO3)CC1	3	0.8	.	-3	-4	-5	-19	-11	3
Cc1c(NC(=O)Nc2cccc(Cl)c2Cl)c(=O)n(-c2ccccc2)n1C	0	0.2	-7	0	-3	3	-16	-2	4
COC(=O)CNC(=O)C12CC3(C)CC(C)(CC(C)(C3)C1)C2	12	0.3	6	-10	-3	-5	-11	12	11

Gathered by group: those above with a CF3 group (two)
SMILES	TAAR1 agonist	M1 ag parental	CHO parental Ca	CHRM1 antagonist	M1 ag	M1 PAM parental	TAAR1 antag	CHO-K1 Ca antag	M1 PAM
Cc1ccc(S(=O)(=O)N2CCN(c3c([N+](=O)[O-])cc(C(F)(F)F)cc3[N+](=O)[O-])CC2)cc1	3	-0.3	-12	-7	-1	0	-4	10	5
O=C(COC(=O)CNC(=O)c1ccccc1)Nc1ccc(Cl)cc1C(F)(F)F	4	0.1	-17	-8	2	-2	-1	3	5
